Rac1 GTP hydrolysis – MgcRacGAP GTPase-activating activity inhibitors, confirmation, biochemical, ADP Hunter fluorescence. MgcRacGAP-stimulated Rac1 GTP hydrolysis, ADP Hunter fluorescence; higher % means a stronger effect; GST-tagged Rac1 F28L mutant substrate. 340,000 compounds, 0.6% hits. inhibition, % at 30 µM, or IC50 in µM where a hit was titrated;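 active means first-screen hits whose inhibition reached a set limit at any dose in the follow-up dose series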;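 further: fluorescence reports GDP produced by GAP-driven GTP hydrolysis; strong numbers were not always called active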
Large T inhibition – TAg ATPase/helicase activity blockers – biochemical (AID 1903); SV40 large T antigen ATPase/helicase inhibition assay; higher % means a stronger effect; inhibition, % at 20 µM; hits with a dose series show IC50 in µM; 310,000 compounds, 0.39% hits; in the data active means a potency from the dose series; further: strong numbers were not always called active
NOD2 inhibition – inhibition of NOD2-driven NF-kB reporter – cell-based, luminescence, uHTS, HEK293 (AID 1566) | 290,000 compounds, 0.63% hits | HEK293 NOD2/NF-kB luciferase reporter, luminescence; higher % means a stronger effect | one-dose inhibition, % at 4 µM; EC50 in µM for titrated hits; further: many of its hits are not listed in these tables
GPR55 beta-arrestin – selective activators of receptor GPR55 – imaging, U2OS cells, beta-arrestin-GFP redistribution, primary screen (AID 1961) | U2OS GPR55 beta-arrestin-GFP redistribution imaging; higher % means a stronger effect | one-dose activation, % at 10 µM; EC50 in µM for titrated hits | 290,000 compounds, 0.048% hits;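 active means activation above 40% with more than 50 cells counted in the well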;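 further: U2OS osteosarcoma cells stably expressing GPR55 and beta-arrestin-GFP; plate controls were DMSO negative control for no effect and LPI positive control for full effect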
GPR55 LPI antagonism – inhibition of LPI-stimulated GPR55 beta-arrestin translocation – imaging, U2OS, beta-arrestin-GFP, LPI agonist, primary screen (AID 2013); U2OS GPR55 beta-arrestin-GFP translocation imaging, LPI antagonism; higher % means a stronger effect; one-dose inhibition, % at 10 µM; IC50 in µM for titrated hits; 290,000 compounds, 0.13% hits;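 active means spots per cell inhibited over 60%, with over 100 cells counted and total cytoplasm intensity under 500,000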;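 further: U2OS cells stably carrying GPR55 and arrestin-GFP stimulated by 5 µM LPI near EC80; imaged beta-arrestin-GFP aggregate spots per cell after agonist stimulation; plate controls were LPI-stimulated DMSO wells for no effect and DMSO wells without LPI for full effect; some results filed as inactive read as strong as hits; confirmed hits need IC50 under 10 µM and bright autofluorescent wells are also inconclusive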
HIV fusion peptide – inhibitors of HIV fusion peptide binding, primary screen, biochemical, uHTS, fluorescence dequenching (AID 1986). cell-free peptide binding, fluorescence dequenching, 30 min; higher % means a stronger effect. one-dose inhibition, % at 20 µM; IC50 in µM for titrated hits. 290,000 compounds, 0.3% hits; in the data active means inhibition mostly above about 52%, no sharp cut-off; inactive means mostly below about 76%; further: some results filed as inactive read as strong as hits
KOR beta-arrestin-1 – KOR agonists, beta-arrestin recruitment, primary screen, cell-based, luminescence, uHTS (AID 1777); KOR beta-arrestin recruitment, luminescence; higher % means a stronger effect; one-dose activation, % at 10 µM; EC50 in µM for titrated hits; 280,000 compounds, 0.02% hits; in the data active means activation above about 50%, passing the limit was not always enough; further: a part of the inactive calls stands beside numbers as strong as those of hits
KOR beta-arrestin-2 – KOR antagonists, beta-arrestin recruitment, cell-based, luminescence, uHTS (AID 1778) | KOR beta-arrestin recruitment, luminescence, antagonist mode; higher % means a stronger effect | one-dose inhibition, % at 10 µM; IC50 in µM for titrated hits | 290,000 compounds, 0.091% hits; further: strong numbers were not always called active
NOD1 inhibition – NOD1 signaling inhibitors, primary screen, cell-based, luminescence, uHTS (AID 1578); 290,000 compounds, 1% hits; NOD1-driven NF-kB luciferase reporter cells, luminescence; higher % means a stronger effect; inhibition, % at 4 µM; hits with a dose series show EC50 in µM; in the data active means inhibition mostly above about 36%, no sharp cut-off; inactive means mostly below about 34%;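 further: HEK-293T reporter cells stimulated with the NOD1 agonist gamma-tri-DAP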
Active calls of the source: *; . = no result given; [ ] = remark or other dose. Unless noted, no stated cut-off is given here; in the data, active means inhibition above about 50%; inactive means the rest.

SMILES	Rac1 GTP hydrolysis	Large T inhibition	NOD2 inhibition	GPR55 beta-arrestin	GPR55 LPI antagonism	HIV fusion peptide	KOR beta-arrestin-1	KOR beta-arrestin-2	NOD1 inhibition
Cc1ccc(C(=O)NC2CCN(CC(=O)Nc3ccccc3Cl)CC2)cc1	7%	4%	9%	0.5%	-1%	-0.3%	1.5%	-65%[20 µM]	-9%
COc1cccc(CN2CC(C(=O)N3CCCCCC3)CCC2=O)c1 (stereo not drawn)	7%	14%	-6%	-0.2%	2%	-0.6%	5.8%	0%	-31%
Cc1ccc(-n2nnnc2SCc2ccccn2)cc1C	8%	2%	-14%	-0.1%	4%	-2.1%	-1.6%	5%	-10%
O=c1c2ccccc2nc(-c2ccccc2)n1Cc1ccc(Cl)cc1	0%	7%	17%	-0.2%	-5%	-2.0%	-1.4%	-9%	20%
O=C(COc1ccc(Cl)cc1Cl)N1CCN(c2ccccn2)CC1	8%	7%	17%	0.2%	3%	-1.2%	-1.6%	-17%[20 µM]	-28%
O=C(NCC1CCCO1)C(=O)N/N=C/c1cc(Cl)ccc1O (stereo not drawn)	16%	4%	25%	-0.1%	4%	-2.1%	-3.5%	11%	-7%
O=C1C2CCCN2C(c2ccccc2)N1c1ccc(F)cc1 (stereo not drawn)	-1%	4%	-18%	-0.2%	-1%	0.5%	-2.0%	2%	-11%
Fc1ccc(Nc2nnc(C(F)(F)F)s2)cc1Cl	10%	10%	19%	0.6%	-2%	1.6%	-0.1%	0%	10%
CCN1CCCC1CNC(=O)Cn1ncc2c(=O)oc3ccc(C)cc3c21 (stereo not drawn)	7%	6%	9%	0.2%	12%	1.0%	-2.1%	0%	-12%
COc1cc(NC(=O)CN2C(=O)NC(C)(c3ccccc3)C2=O)c(C)cc1[N+](=O)[O-] (stereo not drawn)	-3%	4%	8%	-0.2%	6%	-1.1%	1.4%	-7%	-29%
COc1ccc([N+](=O)[O-])cc1NC(=O)COC(=O)/C=C/c1ccco1	0%	27%	-2%	-0.3%	-3%	9.2%	10%	-16%	-34%
COc1ccc(NC2=CC(=S)NC(C)(C)C2)cc1	13%	22%	24%	1.5%	9%	9.7%	-4.6%	19%	-8%
O=C(Nc1ccccn1)c1ccc2ccccc2c1O	73µM*	27%	-51%	-0.4%	2%	3.4%	2.1%	-3%[20 µM]	-61%
COC(=O)c1cc(=O)n(Cc2ccco2)c(=Nc2ccc(F)cc2)s1	5%	15%	11%	0.3%	38%	14%	-2.4%	-16%	-4%
CC(=O)Oc1cc2c(C(=O)NCCN3CCOCC3)c(C)oc2c2ccccc12	4%	12%	-4%	-0.1%	-4%	-0.2%	-4.1%	33%	-29%
Cc1ccc(C)c(NC(=O)CCN2CCN(c3ccccc3F)CC2)c1	15%	13%	14%	-0.1%	-4%	-0.8%	0.3%	-8%	8%
CC(C)c1nc(SCC(=O)Nc2nccs2)c2ccccc2n1	-17%	10%	-10%	-0.3%	5%	2.0%	-1.0%	-18%	-8%
CCCc1ccc(Oc2cc(NN3CCCCC3)c([N+](=O)[O-])cc2[N+](=O)[O-])cc1	6%	19%	17%	0.6%	-5%	-0.7%	-2.7%	-147%[20 µM]	-7%
O=C(Nc1ccc(NC(=O)c2cc3ccccc3o2)cc1)c1ccco1	11%	9%	24%	1.6%	8%	-0.5%	-0.4%	-8%	-3%
CC(C)C(=O)Nc1ccc(C(=O)NNC(=S)NC(=O)c2ccccc2[N+](=O)[O-])cc1	1%	12%	21%	0.6%	3%	5.5%	-5.3%	-32%[20 µM]	-17%

Ordered by molecular weight (high to low): some entries from above.
SMILES	Rac1 GTP hydrolysis	Large T inhibition	NOD2 inhibition	GPR55 beta-arrestin	GPR55 LPI antagonism	HIV fusion peptide	KOR beta-arrestin-1	KOR beta-arrestin-2	NOD1 inhibition
CCCc1ccc(Oc2cc(NN3CCCCC3)c([N+](=O)[O-])cc2[N+](=O)[O-])cc1	6%	19%	17%	0.6%	-5%	-0.7%	-2.7%	-147%[20 µM]	-7%
O=C(Nc1ccc(NC(=O)c2cc3ccccc3o2)cc1)c1ccco1	11%	9%	24%	1.6%	8%	-0.5%	-0.4%	-8%	-3%
O=C(Nc1ccccn1)c1ccc2ccccc2c1O	73µM*	27%	-51%	-0.4%	2%	3.4%	2.1%	-3%[20 µM]	-61%

Other compounds
SMILES	Rac1 GTP hydrolysis	Large T inhibition	NOD2 inhibition	GPR55 beta-arrestin	GPR55 LPI antagonism	HIV fusion peptide	KOR beta-arrestin-1	KOR beta-arrestin-2	NOD1 inhibition
Oc1c(Br)cc(Br)cc1C=Nc1ccc2c(c1)OCO2	15%	3%	8%	-0.4%	-9%	45%	1.2%	-18%	17%
CCOc1ccc(-n2c(SCC(=O)Nc3cc(C(=O)O)ccc3Cl)nc3ccccc3c2=O)cc1	-1%	6%	18%	-0.2%	-10%	10%	-3.4%	-12%	5%
Cc1ccc(NS(=O)(=O)c2c(C)[nH]c(C)c2C(=O)N2CCCCC2)c(Cl)c1	2%	-2%	-2%	0.0%	7%	0.3%	4.1%	-33%	-25%
COc1ccc(S(=O)(=O)N2CCN(c3ncccn3)CC2)cc1[N+](=O)[O-]	-3%	10%	6%	0.2%	-8%	0.3%	2.1%	-23%	-14%
CCN(Cc1ccccc1)C(=O)c1cc2c(=O)oc3ccc(C)cc3c2s1	6%	1%	18%	0.3%	-18%	-0.8%	8.2%	-14%	2%
CC(=O)c1cccc(NC(=O)C2COc3ccccc3O2)c1 (stereo not drawn)	6%	5%	-4%	-0.1%	0%	-0.6%	-5.8%	-8%[20 µM]	-39%
CCC(C)[C@H](NC(=O)N1CC(=O)Nc2ccccc21)C(=O)N1CCC[C@H]1C(=O)O (stereo partly drawn)	3%	0%	4%	0.5%	2%	-1.7%	.	-6%[20 µM]	0%
Oc1ccc(N=Cc2cc(Br)c(N3CCOCC3)o2)cc1	42µM*	22µM*	11%	0.7%	6%	16%	-2.7%	15%	-18%
CC1=C(C(=O)Nc2ccccc2)C(c2ccc(N(C)C)cc2)NC(=O)N1 (stereo not drawn)	3%	1%	10%	0.3%	41%	-0.1%	-5.0%	7%	-31%
Oc1ccccc1C1=NN(c2ccccc2)C(c2ccccc2)C1 (stereo not drawn)	10%	8%	-108%	0.0%	34%	-0.5%	3.3%	8%	-20%
COC(=O)CSc1nc(-c2cccs2)ccc1C#N	17%	10%	-101%	0.3%	-9%	1.0%	-1.8%	-14%	-71%
Cc1ccc(S(=O)(=O)NNC(=O)c2cnn(-c3ccccc3)c2C(F)(F)F)cc1	9%	6%	9%	-0.2%	6%	-3.6%	4.3%	3%	-3%
O=C(Oc1ccccc1)c1ccc(NC(=O)c2ccco2)cc1	7%	6%	-18%	0.1%	11%	5.2%	2.8%	.	-38%
CCc1ccc(NC(=S)Nc2ccc3cn[nH]c3c2)cc1	18%	15%	-20%	2.4%	9%	0.0%	1.0%	-55%	-31%
CCc1cc(=O)oc2cc(C)cc(OC(C)C(=O)NCCN3CCOCC3)c12 (stereo not drawn)	-8%	6%	8%	-0.1%	8%	1.2%	1.2%	-40%	-8%
Cc1ccc(NC(=O)CSc2ccc(-c3ccco3)nn2)cc1	12%	23%	13%	-0.4%	4%	4.8%	-2.8%	15%	-4%
Nc1c(C(=O)N2CCCCC2)sc(=S)n1-c1ccccc1	10%	3%	-15%	-0.1%	-4%	-2.5%	-1.7%	-7%	-5%
CCc1ccccc1NC(=S)NCCSc1ccc(Cl)cc1	4%	-5%	-3%	1.0%	14%	1.5%	-4.2%	8%	-4%
CS(=O)(=O)N(CC(=O)Nc1c(F)cccc1F)c1cccc([N+](=O)[O-])c1	13%	9%	5%	-0.3%	6%	2.0%	1.1%	0%	-25%
COc1ccc(C(=O)N2CCN(c3ccc([N+](=O)[O-])c(NCCc4ccc(OC)c(OC)c4)c3)CC2)cc1	7%	14%	46%	0.6%	-13%	-2.2%	-2.8%	-22%	73%
Cc1cccc(-n2ncc3c2CCCC3NC(=O)Cc2c(C)noc2C)c1C (stereo not drawn)	5%	2%	37%	0.3%	-8%	-1.0%	11%	-37%	18%
O=C(CN1C(=O)NC2(CCCC2)C1=O)Nc1cccc(-c2nnc3n2CCCCC3)c1	4%	0%	13%	0.1%	3%	4.5%	-3.2%	9%	-2%
CCOc1ccc2nc(-c3cc(NC(C)=O)ccc3O)sc2c1	9%	5%	-8%	-0.3%	-23%	-3.7%	-1.9%	-39%	-11%
Cc1ccc(C)c(NS(=O)(=O)c2cc(Br)cnc2N)c1	9%	0%	2%	-0.1%	6%	-1.4%	-0.3%	-1%	-23%
COc1ccccc1-c1cc(C(=O)NCc2ccc(F)cc2)no1	10%	3%	11%	0.3%	-3%	1.6%	-0.5%	8%	-1%
CCOC(=O)C(C)S(=O)(=O)c1ccc(C(F)(F)F)cn1 (stereo not drawn)	8%	2%	16%	-0.2%	4%	-1.5%	-1.2%	0%	4%
O=c1c2ccccc2nc2n1CCCCC2	13%	11%	-6%	0.0%	27%	-0.2%	-0.9%	-1%	-1%
COc1cc(/C=C(/Sc2nnc(-c3ccc(F)cc3)o2)C(=O)O)ccc1OC(F)F	5%	13%	-13%	0.2%	2%	-1.4%	-3.3%	-8%	-22%
O=C(Cn1ncn2cccc2c1=O)N1CCCCC1	8%	3%	9%	-0.4%	6%	1.5%	-1.8%	-13%	-9%
CCOC(=O)c1sc2nc(SC)nc(-c3ccc(Cl)cc3)c2c1N	9%	2%	-3%	0.0%	9%	0.2%	29%	-46%	-9%
O=C(OCC(=O)N1CCN(C(=O)c2ccco2)CC1)c1cc(-c2ccc(Cl)c(Cl)c2Cl)nc2ccccc12	5%	7%	1%	0.2%	5%	2.6%	-6.9%	-87%	7%
C[n+]1ccccc1/C=C/c1ccc(F)c(F)c1	9%	10%	12%	0.6%	-9%	-1.8%	-4.1%	-19%[20 µM]	3%
O=C(CSc1nnc(-c2ccco2)o1)c1ccc([N+](=O)[O-])cc1	.	16%	11%	-0.2%	-2%	-1.5%	7.6%	-42%	7%
Cc1cccc(OCC(=O)NNC(=O)c2cc3ccccc3oc2=O)c1	3%	12%	8%	-0.1%	4%	-3.2%	8.1%	-38%	11%
O=C(CNC(=O)c1ccc(Cl)cc1)OCC(=O)c1ccccc1	5%	4%	6%	-0.1%	7%	-0.3%	0.4%	9%	-16%
O=C(Cc1ccc(Cl)cc1)Nc1ccc2oc(-c3ccncc3)nc2c1	9%	2%	2%	0.0%	9%	-2.1%	3.3%	-37%	-30%
CCc1nc2sccc2c(=O)[nH]1	5%	-3%	13%	0.2%	4%	2.4%	-1.0%	-7%	-52%
COc1ccc(N2C(=O)NC(NS(=O)(=O)c3ccc(Cl)cc3)(C(F)(F)F)C2=O)cc1 (stereo not drawn)	4%	7%	-1%	-0.2%	5%	2.8%	-3.8%	-6%	-17%
CCN(Cc1cc2cc(OC)ccc2[nH]c1=O)C(=O)Cc1ccc(OC)cc1	7%	0%	13%	-0.1%	4%	-1.1%	-1.3%	-44%	14%
CCOC(=O)N1CCC(NC(=O)c2ccc(Cl)cc2)CC1	14%	18%	2%	0.1%	4%	-0.2%	0.7%	19%	-7%

High-throughput results: PubChem BioAssay, several laboratories

This is a subset; the hit share may differ from the screen's.
